Screens deposited in PubChem BioAssay by National Center for Advancing Translational Sciences (NCATS).
GPT2 inhibitor – inhibitors of human GPT2 alanine aminotransferase. 100,000 tested, 0.25% active. Q8TD30. Potency, µM (top dose mostly 57.7 µM), for inactives: at the top dose activity change, negative = inhibition, hits mostly inhibitors. Recombinant GPT2, coupled pyruvate oxidase/HRP Amplex Red fluorescence. AID 1671188; further: potency means the concentration at half of the fitted maximal effect; nearly all actives have a fitted effect of over 60% in size; many of its hits are not listed in these tables
Target sequence (Q8TD30 whole entry, looked up): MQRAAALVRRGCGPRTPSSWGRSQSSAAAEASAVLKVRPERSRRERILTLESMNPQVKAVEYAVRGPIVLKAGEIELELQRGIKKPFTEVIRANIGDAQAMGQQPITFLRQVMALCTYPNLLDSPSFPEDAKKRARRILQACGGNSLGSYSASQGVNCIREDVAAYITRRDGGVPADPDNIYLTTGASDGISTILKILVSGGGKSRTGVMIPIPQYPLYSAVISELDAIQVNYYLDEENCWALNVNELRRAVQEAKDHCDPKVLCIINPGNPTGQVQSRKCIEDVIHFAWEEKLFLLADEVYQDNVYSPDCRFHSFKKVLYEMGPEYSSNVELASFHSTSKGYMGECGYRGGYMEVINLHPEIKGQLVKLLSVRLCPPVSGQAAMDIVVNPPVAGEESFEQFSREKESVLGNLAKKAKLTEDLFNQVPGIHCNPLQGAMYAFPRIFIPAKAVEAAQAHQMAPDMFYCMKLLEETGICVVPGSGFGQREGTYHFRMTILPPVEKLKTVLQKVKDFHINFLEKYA
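Fluorescence read-out: pyruvate from GPT2 turnover coupled to pyruvate oxidase, HRP and Amplex Red (0.2mM ThPP, 0.2U/mL PO and HRP, 50uM Amplex final). Substrates 250uM a-KG, 2mM L-alanine; enzyme 10ng/uL; 30 min RT.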
FLuc inh – Photinus pyralis luciferase inhibition | P08659 | purified P. pyralis luciferase, luminescence, biochemical | Potency, µM (titrated, usually from 115 µM), for inactives: at the top dose activity change, negative = inhibition, usual class: inhibitors | 76,000 tested, 2.5% active; further: potency means the concentration at half of the fitted maximal effect; nearly all actives have a fitted effect of over 65% in size
Target sequence (P08659 whole entry, looked up): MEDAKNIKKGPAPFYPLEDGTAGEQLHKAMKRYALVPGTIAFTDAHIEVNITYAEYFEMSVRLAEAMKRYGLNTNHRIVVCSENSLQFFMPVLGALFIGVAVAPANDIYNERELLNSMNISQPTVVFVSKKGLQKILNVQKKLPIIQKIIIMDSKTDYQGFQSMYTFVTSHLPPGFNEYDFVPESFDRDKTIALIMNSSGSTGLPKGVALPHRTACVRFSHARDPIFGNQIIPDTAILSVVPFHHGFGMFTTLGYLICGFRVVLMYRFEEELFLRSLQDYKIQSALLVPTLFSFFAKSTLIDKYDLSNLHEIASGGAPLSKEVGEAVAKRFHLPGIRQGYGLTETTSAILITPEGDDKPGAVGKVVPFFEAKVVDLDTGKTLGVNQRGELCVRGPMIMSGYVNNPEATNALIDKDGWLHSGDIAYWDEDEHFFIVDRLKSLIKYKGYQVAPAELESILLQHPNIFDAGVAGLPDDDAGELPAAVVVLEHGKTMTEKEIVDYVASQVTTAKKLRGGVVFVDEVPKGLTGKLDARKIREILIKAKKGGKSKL
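Purified P. pyralis luciferase (10nM final) in 50mM Tris acetate pH 7.5, 10mM Mg acetate, 0.01% Tween-20, 0.05% BSA with 10uM D-luciferin and 10uM ATP. Compounds titrated qHTS. Luminescence imaged on CCD.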
HEK cytotox – kills HEK 293 cells. Potency, µM (doses to about 115 µM), without a hit: top-dose activity change, negative = cytotoxicity, hits mostly inhibitors. 94,000 tested, 6.6% active. HEK 293 viability, ATP luminescence (CellTiter-Glo), 48-72 h; further: potency means the concentration at half of the fitted maximal effect; nearly all actives have a fitted effect of over 60% in size
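250 HEK 293 cells/well; compound by pintool; incubated 48 or 72 hr at 37 degree Celsius; CellTiter-Glo added, 10 min RT, luminescence imaged.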
IP6K1 inh – IP6K1 kinase inhibition; Q92551; activity change, % (series mostly up to about 58 µM); IP6K1 kinase, ADP-Glo luminescence, 2 h; active compounds read low; 140,000 tested, 0.81% active; in the data active means activity change below about -25%
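ADP-Glo luminescence measures ADP made by human IP6K1 during a 2 h RT reaction with ATP/IP6 (mix at 1.3 mM/130 uM); top library doses 57.5 and 19.1 uM final.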
SNCA expr inh – SNCA gene expression inhibition; HEK-293 SNCA-luciferase knock-in, luminescence, 24 h; Potency, µM (doses to about 57.2 µM), for the others: at the top dose activity change, negative = inhibition, most hits filed as inhibitors; 140,000 tested, 0.17% active;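 further: potency means the concentration at half of the fitted maximal effect; plate controls were DMSO cells for no effect and cell-free wells for full effect; nearly all actives have a fitted effect of over 45% in size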
HEK293 viab – cell viability loss counter-screen | HEK-293-SNCA-luc viability, GF-AFC fluorescence, 24 h | 150,000 tested, 0.12% active | Potency, µM (titrated, usually from 57.1 µM), inactives show at the highest dose activity change, negative = cytotoxicity, most hits filed as cytotoxic | AID 1671193;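 further: potency means the concentration at half of the fitted maximal effect; 0% = DMSO-treated cells and -100% = medium-only wells without cells; nearly all actives have a fitted effect of over 30% in size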
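HEK-293-SNCA-luc cells (1500/well) plated 24 h, then exposed 24 h to a dilution series; GF-AFC added 30 min at 37C, fluorescence 405/540 nm; normalised to medium-only and DMSO wells, Hill fit.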
NIH3T3 tox – NIH 3T3 cell cytotoxicity. Potency, µM (highest dose often 96.7 µM), inactives show at the top dose activity change, negative = cytotoxicity, actives largely listed as inhibitors. NIH 3T3 viability, CellTiter-Glo ATP luminescence, 48-72 h. 94,000 tested, 4.3% active; further: potency means the concentration at half of the fitted maximal effect; nearly all actives have a fitted effect of over 55% in size
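Viability of NIH 3T3 cells after 48 or 72 hr compound treatment at 37 °C was assessed by CellTiter-Glo, with luminescence imaged following a 10 min room-temperature step.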
* hit, by the source's call; i = inactive; ? = inconclusive; · = no result given; [ ] = dose if it differs, or a comment. Unless noted, the call rests on the fitted dose curve; in most records, active means well fitted curve in the direction sought with a large enough effect; inconclusive means small, poorly fitted or top-dose-only effect, or another doubt; inactive means no such curve, though single readings can be large; an effect the other way counts as inactive or inconclusive. Unless noted, on the % scale 0 is the no-effect control and ±100 the full control effect. These rows are one share of the data, so the mix of outcomes need not match the whole.

structure | IP6K1 inh | NIH3T3 tox | FLuc inh | SNCA expr inh | GPT2 inhibitor | HEK293 viab | HEK cytotox
C=C[C@H]1[C@H](O[C@@H]2O[C@H](CO[C@@H]3OC[C@](O)(CO)[C@H]3O)[C@@H](O)[C@H](O)[C@H]2O)OC=C2C(=O)OCC[C@H]21 | 16 | · | · | · | ? | 3%[23.9 µM] | ·
COCCOC1CCN(C(=O)Nc2cccc(F)c2)CC1 | -7 | 1% | -8% | 5% | i | 7%[12.5 µM] | -8%
Cc1nnc(C(C)C)n1C1CC2CCC(C1)N2CC[C@H](NC(=O)C1CCC(F)(F)CC1)c1ccccc1 (stereo partly drawn) | 2 | · | · | · | 5% | 0% | ·
CC1=NS(=O)(=O)N(C)C=C1C(=O)OCc1nc(-c2ccccc2)no1 | 0 | -24% | -13% | -18% | i | 2% | ?
CC(C)c1cccc(NC(=O)CN2C(=O)C(c3ccccc3)=NC23CCCC3)c1 | 3 | ? | -4% | ? | 2% | 2%[12.5 µM] | 35µM*
CC(C)NC(=O)C1COC2(CCN(C(=O)c3cccc(Cl)c3)CC2)N1C(=O)c1ccc(F)cc1 (stereo not drawn) | 11 | ? | 4% | 4% | i | 6% | ?
CN1CCC(N2CCC(O)(c3csc(CN4CCc5ccccc5C4)n3)CC2)CC1 | 16 | 56µM* | 8%[172 µM] | 0%[87.6 µM] | 0%[88.5 µM] | -18%[87.6 µM] | 40µM*
CCOC(=O)N1CCC(c2noc3nc(C)cc(C(=O)NC)c23)C1 (stereo not drawn) | -1 | -23% | · | · | · | · | 2%
CN(C)c1ccc(CN2CCC3(CC2)COc2ccccc2C(=O)N3)cc1 | 11 | 22µM* | 7% | -12% | i | -12% | ?
Cc1cccc(NCc2nnc3n2CCCCC3)c1C | -13 | · | · | -7% | · | 7% | ·
COc1cccc(N2C(=O)N(Cc3ccc(C#N)cc3)c3ccccc3S2(=O)=O)c1 | 16 | · | · | -17% | · | ? | ·
O=C(NCC1CCN(c2cc(-c3ccc(Cl)cc3)[nH]n2)CC1)c1cc(C2CC2)[nH]n1 | 2 | 35µM* | ? | 6% | ? | -16% | ?
Cn1ccc2cc(-c3csc(CN4CC(C)(NC(=O)C5CC5)C4)n3)ccc21 | 0 | ? | ? | 40%[activator][87.6 µM] | 0%[88.5 µM] | 0%[87.6 µM] | ?
OC1(c2nc(Nc3ccc(Cl)c(C(F)(F)F)c3)n[nH]2)CCOCC1 | -15 | ? | -21%[172 µM] | 134%[activator][87.6 µM] | 1%[88.5 µM] | 16%[87.6 µM] | ?
CC1CCc2nc3ccc(S(=O)(=O)N4CCC(C(=O)NCc5ccccc5Cl)CC4)cc3c(C(=O)O)c2C1 (stereo not drawn) | -24 | · | · | 20% | · | 15% | ·
Cc1cn(CC(=O)N2CCc3nc(-c4cn[nH]c4)[nH]c3C2)c(=O)[nH]c1=O | 1 | i | 2% | 3% | -15% | -8% | i
Cc1ccc(CN2CC[C@@H](CO)N(C)c3cccnc3C2)s1 | -2 | 2%[174 µM] | 3%[172 µM] | 11%[87.6 µM] | 2%[88.5 µM] | 0%[87.6 µM] | i
CCOC(=O)c1c(S(=O)(=O)NCC(=O)N2CCN(c3cc(C)ccc3C)CC2)c(C)n(C)c1C | 2 | · | · | -13% | · | -7% | ·
COCCOc1ccc(C(=O)N[C@@H]2CN(C(=O)Nc3ccc(OC(F)(F)F)cc3)CCC[C@H]2O)cc1 | -14 | ? | -19% | 9% | -27% | 2% | ?
C#CCNC(=O)[C@@H]1Cc2cn(CC=C)c3cccc(c23)[C@H](CC(C)C)N1 | 2 | ? | -20%[172 µM] | ? | -5%[88.5 µM] | ? | ?
CC(C)CC(=O)NC1CCN(c2cnn(C)c(=O)c2)CC1 | 29 | 0% | 5% | 3% | -6% | 4% | 4%
CNC(=O)[C@@H]1C[C@H](Oc2ccccc2)CN1C(=O)C1(C)CCCCC1 | 4 | -9% | -8% | -15% | ? | 6% | -19%
CS(=O)(=O)N1CCC2(C1)OC(=O)Nc1ccccc12 (stereo not drawn) | 10 | -13%[138 µM] | -2%[172 µM] | 15%[87.6 µM] | i | 4%[87.6 µM] | -3%[172 µM]
CCc1c(C)nn(CC(=O)N2CC(C)(C)[C@@](C)(O)C2)c1C | 0 | i | -1% | 12% | 4% | -13% | i
Cc1ccc([S+](=O)([O-])N2CC(=O)N(CC3CC3)CC(C)(C)C2)cc1 | -9 | ? | · | · | · | · | -10%
Cc1cc(C)cc(NC(=O)C2CCCN(c3nnc(-n4c(C)ccc4C)s3)C2)c1 (stereo not drawn) | -3 | · | · | ? | · | -15% | ·
COC(=O)c1ccc(-n2nnc(-c3nc(-c4ccc5c(c4)OCO5)no3)c2C)cc1 | 20 | · | · | 15% | · | 2% | ·
COc1ccc(Br)c2c1-c1nc(NC(=O)c3ccccc3SC)sc1C2 | 5 | · | · | -6% | · | 1% | ·
Cc1noc([C@@H]2CN(C(=O)COc3ccccc3)C[C@H]2CO)n1 | -1 | i | 0% | -11% | -1% | -3% | 4%
COc1ccc(-n2ccnc2SCC(=O)Nc2ccc3c(c2)OCO3)cc1 | 19 | · | · | -7% | · | -5% | ·
COc1ccc(OCC(=O)N(Cc2cccc(OC)c2)C2CCS(=O)(=O)C2)cc1 (stereo not drawn) | 11 | · | · | -5% | · | -4% | ·
COc1cccc(CNC(=O)CC2CCOCC2)c1OC | 20 | i | -5% | -10% | i | -2%[12.5 µM] | -19%
CCOC(=O)c1cccc(NC(=O)c2cc3sccc3n2Cc2ccc(Cl)cc2)c1 | 15 | · | · | 20% | · | -2% | ·
CCc1cccc(C)c1NS(=O)(=O)c1cc(-c2cc(C)no2)ccc1C | 42 | · | · | 4% | · | 8% | ·
CCOc1ccc(NC(=O)c2c(Nc3ccc(OC)cc3OC)sc(C(=O)c3ccc(Cl)cc3)c2N)cc1 | -6 | · | · | ? | · | -14% | ·
COc1cccc(N2CCN(C(=O)c3cc(NC(=O)C(C)C)cc4nc(C)ccc34)CC2)c1 | 13 | i | -4% | 12% | i | 1% | -27%
CN(C)c1ccc(-c2nc3ccc(Cl)cn3c2Nc2ccc3c(c2)OCCO3)cc1 | 35 | · | · | 58%[activator] | · | 3% | ·
Cn1c(=O)[nH]c(=O)c2c1nc(CN1CCN(c3ccccc3)CC1)n2Cc1c(F)cccc1Cl | -3 | · | · | -21% | · | 2% | ·
CCn1c(=O)c(-c2ccc(-c3cncs3)cc2Cl)cc2cnc(Nc3ccc(N4CCN(C)CC4)cc3)nc21 | -9 | · | · | · | i | -9% | ·
C[C@@H]1O[C@@H](O[C@H]2[C@H](O)[C@@H](O)[C@H](OC[C@H]3O[C@@H](OC(=O)[C@]45CCC(C)(C)C[C@H]4C4=CCC6[C@@]7(C)CC[C@H](O[C@@H]8OC[C@H](O)[C@H](O[C@@H]9O[C@H](CO)[C@@H](O)[C@H](O)[C@H]9O)[C@H]8O)[C@@](C)(CO)C7CC[C@@]6(C)[C@]4(C)CC5)[C@H](O)[C@@H](O)[C@@H]3O)O[C@@H]2CO)[C@H](O)[C@H](O)[C@H]1O (stereo partly drawn) | 15 | · | · | · | 3%[11.5 µM] | -19%[12.5 µM] | ·
CCN1C(=O)C2(CCN(S(=O)(=O)c3ccc(F)c(C)c3)CC2)c2ccccc21 | -15 | -13% | 4% | -25% | i | -13% | ?
CCOC(=O)c1c(Nc2ccc(C)cc2)nnc(-c2ccccc2)c1-c1ccccc1 | 6 | · | · | ? | · | -21% | ·
O=C(N1CCCC1)N1CCn2c(nnc2C2CCCN2)C1 (stereo not drawn) | 16 | 1% | · | 14% | 4% | -10% | 2%
O=S(=O)(c1ccccc1)c1nnn2c1nc(Nc1ccccc1)c1cc(Cl)ccc12 | -18 | · | · | 1% | · | 5% | ·
O=C(Nc1ccc2ncnc(N3CCCCC3)c2c1)c1ccccc1 | 4 | ? | -12% | 10% | -14% | -21% | ?
COc1ccc(Cl)cc1-c1ccc2c(c1)C(=O)N1CC[C@H](N)[C@H]1C(=O)N2 | 1 | ? | 13%[172 µM] | 9%[87.6 µM] | -5%[88.5 µM] | -2%[87.6 µM] | ?
CN1CCC(N2CCN(S(=O)(=O)c3cccc(Cl)c3)CC2)C1=O (stereo not drawn) | 19 | -13% | 3% | -9% | i | 2% | -3%
CCNC(=O)N1CC[C@H]2CC(=O)N(CCN3CCNC3=O)CC[C@H]2C1 | 22 | -8%[174 µM] | -1%[172 µM] | 15%[87.6 µM] | -5%[88.5 µM] | -2%[87.6 µM] | -22%[172 µM]
Cc1cc(C(=O)N2CCC(OCC3CC3)C2)n(C)n1 (stereo not drawn) | 11 | i | -2% | 13% | -4% | 3% | -4%
CC(C)CCNC(=O)c1cn(C)c2ccc(S(=O)(=O)N3CCOCC3)cc2c1=O | -5 | · | · | ? | · | -9% | ·
CCN1C(=O)COC[C@@H]1[C@H](O)c1ccc(NC(=O)CC(C)(C)C)cc1 | 12 | -27%[138 µM] | -5%[172 µM] | 1%[87.6 µM] | i | 9%[87.6 µM] | -21%[172 µM]
CCOC(=O)C1(Cc2ccccc2C(F)(F)F)CCN(C(=O)c2ccc[n+]([O-])c2)CC1 | 14 | -22% | 8% | 4% | -3% | 1% | -3%
O=C(O)CCn1ncc2cc(OCc3ccc(-c4ccncc4)cc3)ccc21 | 13 | ? | ? | 3%[87.6 µM] | 4%[88.5 µM] | 0%[87.6 µM] | -8%[172 µM]
CC1CCCN(c2ncnc3c2CN(c2ccc(Cl)cc2)C(=O)CN3C)C1 (stereo not drawn) | -1 | ? | 4% | -3% | ? | -26% | ?
CC(C)Oc1ccc(CNC(=O)C2Cn3cccc3C(=O)N2Cc2ccccc2)cc1 (stereo not drawn) | 3 | ? | 0% | 7% | i | 2% | ?
O=C(NCCc1ccccc1)c1cnc2sc(N3CCCCCC3)nn2c1=O | -5 | · | · | 49%[activator] | · | -15% | ·
O=C(Nc1ccccc1)N1CCN(C(=O)c2nc3cccnc3n(C3CCCC3)c2=O)CC1 | 2 | ? | · | 14% | i | -2% | -25%
CCOc1cccc(CNC(=O)Cn2c(C)ccc(NC(=O)NC)c2=O)c1 | -9 | i | -2% | 6% | -12% | 2% | -8%
Cc1ccc(S(=O)(=O)N2C[C@@H]3OCC(=O)N(Cc4ccc(OC(F)(F)F)cc4)[C@@H]3C2)cc1 | -7 | ? | -4% | 0% | i | 3% | ?
COc1cccc(-c2cc3c(=O)n(CCNC(=O)c4cccc(Cl)c4)ccn3n2)c1 | -13 | -15% | ? | 73%[activator] | 4% | 7% | ?
COC(=O)CNC(=O)C1CCc2nnc(C3CCN(C(=O)c4ccc(Cl)cc4Cl)CC3)n21 (stereo not drawn) | -17 | -24% | · | 3% | -3% | 5% | -23%
O=C(c1nc(-c2ccc(F)cc2)c2cnccn12)N1CCCC1 | 2 | -12%[138 µM] | -3%[172 µM] | 1%[87.6 µM] | i | 10%[87.6 µM] | ?
